# Bioassay records (PubChem)
# TrxR1 substrate = is turned over as a substrate by rat TrxR1. Potency, µM (top dose mostly 114 µM), for inactives: top-dose activity change, negative = substrate turnover. purified TrxR1 substrate turnover, NADPH consumption readout. O89049. actives 0.01% (n = 390,000); also: nearly all actives have a fitted effect of over 50% in size
# Target sequence (O89049 whole entry, looked up): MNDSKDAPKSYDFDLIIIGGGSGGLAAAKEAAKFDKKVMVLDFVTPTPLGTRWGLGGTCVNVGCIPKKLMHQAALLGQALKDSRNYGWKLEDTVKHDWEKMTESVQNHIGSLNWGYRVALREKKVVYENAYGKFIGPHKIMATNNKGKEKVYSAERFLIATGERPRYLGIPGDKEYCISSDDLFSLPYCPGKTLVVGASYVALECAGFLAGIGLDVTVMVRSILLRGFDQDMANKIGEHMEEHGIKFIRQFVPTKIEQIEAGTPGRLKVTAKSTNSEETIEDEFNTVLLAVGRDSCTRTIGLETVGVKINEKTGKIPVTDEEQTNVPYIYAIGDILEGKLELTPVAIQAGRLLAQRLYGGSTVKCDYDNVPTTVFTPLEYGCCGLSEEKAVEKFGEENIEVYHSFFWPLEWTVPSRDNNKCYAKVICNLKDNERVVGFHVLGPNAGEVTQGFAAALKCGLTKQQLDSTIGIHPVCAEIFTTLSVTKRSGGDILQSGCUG
#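 Rat TrxR1, dispensed at 90 nM, was prereduced with 400 uM NADPH (final) for 5 min at ~22 deg C, then incubated with compound 15 min before 400 uM selenite. A first-read NADPH fluorescence drop versus no-compound background flagged substrates.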
# TrxR1 inh = rat TrxR1 inhibition; O89049; recombinant rTrxR1, NADPH fluorescence consumption, selenite substrate; Potency, µM (series often up to 114 µM), for inactives: at the top dose activity change, negative = inhibition, most hits filed as inhibitors; actives 1% (n = 390,000); also: nearly all actives have a fitted effect of over 65% in size
#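 Rat TrxR1 (90 nM in the dispensed reagent) was pre-reduced with 400 uM NADPH for 5 min at room temperature, then incubated with compound for 15 min. After 400 uM selenite was added, NADPH fluorescence (Ex 340/Em 450 nm) was followed for 8 min.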
# The depositor's hits bear a star; u = inconclusive; & = joins results of further samples; [ ] = remark or other dose. Calls follow the shape of the dose curve; as a rule, active = well fitted inhibition curve with a large enough effect; inconclusive = small, poorly fitted or top-dose-only effect; inactive = no such curve, though single readings can be large or run the other way. % is scaled to controls: 0 for no effect and ±100 for the full control effect; potency is read from the fitted curve at half-maximal effect.
SMILES,TrxR1 substrate,TrxR1 inh
CCCN1CCC(=O)N(C(CSc2ccc(Br)cc2)c2ccccc2)CC1 (stereo unspecified),-8%,-17%
C=CCN1[C@@H](C(C)C)COCCS1(=O)=O,4%,14%
Cc1ccc(F)c(C2C3C=CCC(c4ccccc4)C3C(=O)N2Cc2ccccc2)c1 (stereo unspecified),-11%,-7%
Nc1ccc(/C=C/c2ccnc3ccccc23)c([N+](=O)[O-])c1,7%[0.0914 µM],3%
COC(=O)C[C@H]1c2ccccc2S(=O)(=O)N1c1ccc(N(C)C)cc1,0%,-14%
C=CCN(CC=C)c1ccc(/C=C/c2ccnc3ccccc23)cc1,-16%,-10%
COc1ccc(Br)cc1C1C2C=CCCC2(C)C(=O)N1Cc1ccccc1 (stereo unspecified),-6%,-24%
Cc1ccccc1C(=O)Nc1cccc(-c2nnc(SCC(=O)NCc3ccco3)n2C)c1,1%,0%
CC(=O)NC1CCCC1C#N (stereo unspecified),4%,14%
COc1ccc(C2/C=C\CN(Cc3ccco3)C(C)C(=O)N2Cc2ccc(F)cc2)cc1 (stereo unspecified),-6%,-12%
COc1ccc(/C=C\c2nccc3c2[nH]c2ccccc23)cc1,16%,-20%
Cc1cccc(CN2CC34C=CC(CC3S2(=O)=O)O4)c1 (stereo unspecified),2%,-2%
Cc1c(CCO)sc[n+]1CC(=O)c1ccc(F)cc1,11%,38%[activator]
CC1CCN(CC[S-])CC1.O.O.[Cl][Pt],-7%,1.4µM*
CCc1cccc2c(C(O)c3c[nH]c4ccccc34)c[nH]c12 (stereo unspecified),-2%,1%
CC1(C)OB(c2cnc(C#N)nc2)OC1(C)C,0%,9%
CCc1ccc(-c2nc3c(=O)n(C)c(=O)nc-3n(CC)n2)cc1,35µM*,-16%
CCCC[C@H]1CCCO[C@@](C(=O)NCc2ccccc2)(C(F)(F)F)C1,0%,22%
CC(C)(C)c1ccc(OCCn2c(CCNC(=O)C3CCCCC3)nc3ccccc32)cc1,-22%,-11%
CCc1sc(-c2cc3cccc(OC)c3oc2=O)nc1-c1cc(C)ccc1C,30%,27%
C/C(=C1/C=Nc2ccccc21)c1ccc(N(C)C)cc1,9%[0.0914 µM],9%
Cc1cn(C2CC3OCC(NC(=O)C(NC(=O)OC(C)(C)C)C(C)OCc4ccccc4)C3O2)c(=O)[nH]c1=O (stereo unspecified),3%,13%
C(=Nc1ccc2ccccc2n1)c1ccccn1,14%,-13%
Cc1ccc(-c2nnc3ccc(SCC(N)=O)nn23)cc1,12%,16%
Cc1cccc(S(=O)(=O)N2CCN(c3nc(-c4cccs4)nc4ccccc34)CC2)c1,-8%,-11%
# (cont.)
SMILES,TrxR1 substrate,TrxR1 inh
COc1ccc2c(c1)C=C/C2=C\c1ccc(N(C)C)cc1,-6%,-15%
COC(=O)C(CC(C)C)NS(=O)(=O)c1ccccc1Br (stereo unspecified),-5%,4%
Cc1sc2ccccc2[n+]1CC(=O)c1ccc(F)cc1,7%,20%
CN(C)c1ccc(/C=C/c2ccnc3c(Cl)cccc23)cc1,-7%,-7%
CN(C)/[N+]([O-])=N/Oc1cc(O/[N+]([O-])=N/N2CCCC2CO)c([N+](=O)[O-])cc1[N+](=O)[O-] (stereo unspecified),-17%,u
CCOc1cccc(C2C=C(c3ccc4c(c3)OCO4)NC(c3cccc(Br)c3)N2)c1O (stereo unspecified),6%[0.0914 µM],0%
Clc1ccc2c(Cl)cc[n+](CCC3CCCCC3)c2c1,-7%,-24%
CC(C)(C)n1ncc2c(=O)n(Cc3ccc(Cl)c(SC(F)(F)F)c3)cnc21,-7%,2%
O=C1[C@H](Cc2ccccc2)NC/C=C\C[C@H](c2ccco2)N1Cc1ccccc1,-3%,-30%
Cc1cc2ccccc2c[n+]1CC(=O)c1ccc(F)cc1,12%,5%
CCCN1CNc2c(c(=O)[nH]c(=S)n2CCc2ccc(OC)cc2)C1,-12%,-32%
CCN(C(=O)C(=O)c1c(C)[nH]c2ccccc12)c1ccccc1,3%,9%
CC(C)(C)n1ncc2c(=O)n(Cc3ccc(F)c(F)c3F)cnc21,9%,27%
COC(=O)CN1CCC(=O)c2ccccc2S1(=O)=O,-4%,-30%
O=C(COC(=O)C12CC3CC(CC(C3)C1)C2)NCC1CCCO1 (stereo unspecified),-2%,-7%
CCN1CCN(c2ccc(/C=C/c3ccnc4ccccc34)cc2)CC1,-2%,15%
COc1ccc(C2Nc3ccccc3C(=O)N2Cc2ccco2)cc1 (stereo unspecified),153%[activator],2%
NCCCN(Cc1ccc(Cl)cc1)c1ccc(Br)cn1,6%,-3%
COc1ccc(SCC(c2ccccc2)N2CCN(CC(C)C)CCC2=O)cc1 (stereo unspecified),-16%,39%[activator]
CC(OCc1ccccc1)C(NC(=O)OC(C)(C)C)C(=O)NC1COC2CC(n3ccc(=O)[nH]c3=O)OC12 (stereo unspecified),4%,14%
C=C1C=C(C(F)F)n2ncc(C(=O)N3CCc4ccccc4C3)c2N1,7%,6%
Cc1ccnc2ccc(I)cc12,6%,21%
O=C(c1ccc2c(=O)n(CCc3ccccc3)c(=O)[nH]c2c1)N1CCN(C(=O)c2ccco2)CC1,4%,1%
CN(C)C(=O)c1ccc(/C=C/c2ccnc3ccccc23)cc1,-9%,-35%
COc1ccc(OC)c(/C=C/c2nc3ccccc3nc2C)c1,-1%,5%

# Ordered by the number under TrxR1 inh (smallest number first): 3 of the compounds above
SMILES,TrxR1 substrate,TrxR1 inh
CN(C)C(=O)c1ccc(/C=C/c2ccnc3ccccc23)cc1,-9%,-35%
Clc1ccc2c(Cl)cc[n+](CCC3CCCCC3)c2c1,-7%,-24%
Cc1ccnc2ccc(I)cc12,6%,21%

# Carrying on.
SMILES,TrxR1 substrate,TrxR1 inh
Cc1ccc(-c2[nH]ncc2CNCc2ccc(CN(C)C)cc2)cc1,-1%,4%
COc1ccccc1NC(=O)c1nc(SCc2ccccc2F)ncc1Cl,-9%,15%[0.0914 µM]
COc1ccccc1C1N=C(Nc2nc3ccccc3o2)NC2=C1C(=O)CC(C)(C)C2 (stereo unspecified),13%,23%
CN(C)c1ccc(/C=C/c2ccnc3ccc(-c4ccccc4)cc23)cc1,-10%,-1%
CC#CCOC(=O)c1c(C)nc2sc3c(c2c1N)CC[C@@H](O)C3,13%,5%
CNc1nc(N2CCCN(C)CC2)nc2cc(OC)c(OC)cc12,24%,11%
O=[N+]([O-])c1ccc(/C=C/c2ccnc3ccccc23)cc1,-13%,u
O=C(C[n+]1ccccc1Cl)c1ccccc1,5%,6%
CC(c1ccccc1)n1c(-c2ccccc2)n[nH]c1=S (stereo unspecified),5%[0.0914 µM],-16%
O=S(=O)(c1ccc2c(c1)OCCO2)N1CCN(c2nc(-c3ccccc3)nc3ccccc23)CC1,4%,20%
C=C1C=C(C(F)F)n2ncc(C(=O)NC(C)CC)c2N1 (stereo unspecified),5%,10%
O=C(Nc1ccccc1)c1ccccc1OCc1ccccc1,-2%,18%
CC1CCc2cc(F)cc3c2N1C(=O)C(C(=O)Nc1cnccn1)C3=O (stereo unspecified),16%,7%
C=C(NNC(C)=O)c1ccc(O)cc1,43%[activator],-6%
CCOc1ccc(NC(=O)c2nc(SCc3ccccc3F)ncc2Cl)cc1,2%,18%
Cc1ccnc2ccc(Br)cc12,5%,-3%
COc1cc(Cl)c(CC(=O)NO)cc1OC,11%,13%
CCNC(=O)c1c(NC(=O)c2nc(SCC)ncc2Cl)sc2c1CCCC2,-2%,2%
O=C1C(=O)C(c2ccc(O)cc2O)Oc2cc(O)cc(O)c21 (stereo unspecified),-8%,4.5µM*
Cc1ccc(C(=O)C(OC(=O)CNC(=O)COc2ccccc2C)c2ccccc2)cc1 (stereo unspecified),1%[0.0914 µM],20%
COc1cc(C2Nc3ccccc3C(=O)N2Cc2ccco2)cc(OC)c1OC (stereo unspecified),143%[activator],u
C(=Nc1cnc2ccccc2c1)c1ccnc2ccccc12,91%[activator],12%
COc1ccc(C2C=C3CNS(=O)(=O)C3CC2OC(=O)c2ccc(Cl)cc2)cc1 (stereo unspecified),-4%,10%
COc1cc2nc(Cl)nc(NC3CCN(Cc4ccccc4)CC3)c2cc1OC,-8%,-11%
CNCC(=O)c1c[nH]c2ccccc12,0%,-9%

# 3 compounds picked at random from the list so far:
SMILES,TrxR1 substrate,TrxR1 inh
O=C(C[n+]1ccccc1Cl)c1ccccc1,5%,6%
CNc1nc(N2CCCN(C)CC2)nc2cc(OC)c(OC)cc12,24%,11%
CC1CCc2cc(F)cc3c2N1C(=O)C(C(=O)Nc1cnccn1)C3=O (stereo unspecified),16%,7%

# (cont.)
SMILES,TrxR1 substrate,TrxR1 inh
Fc1ccc(CNc2ncnc3nc[nH]c23)cc1,5%&-1%,21%&10%
COc1cc2c(NC3CCN(C)CC3)nc(N3CCCN(C)CC3)nc2cc1OCCCCCC(N)=O,60%[activator],u
c1cc2c(cc1Cc1cncc(Cc3ccc4c(c3)OCO4)c1)OCO2,3%,23%
O=[N+]([O-])c1ccc(-c2csc(Nc3ccccc3)n2)cc1,-2%,3%
C[S+](C)CC(=O)c1ccc2ccccc2c1,-4%,-9%
CCOC(=O)N1CCN(/[N+]([O-])=N/Oc2ccc(C(F)(F)F)cc2[N+](=O)[O-])CC1,5%,13%
COc1cc(/C=C/c2nc3ccccc3nc2/C=C/c2cc(OC)c(OC)c(OC)c2)cc(OC)c1OC,3%[0.0914 µM],2%
NC1(C(=O)O)CCCC1,0%,-12%
CC(C)(C)n1ncc2c(=O)n(Cc3cc(F)ccc3Cl)cnc21,-6%,-11%
CNC(=O)C1(C(F)(F)F)C/C(=C/CCO)CCCO1 (stereo unspecified),-3%,10%
CN(C)c1ccc(/C=C/c2c3ccccc3nc3ccccc23)cc1,7%,8%
COc1ccc(-c2ccc(C3C4C=CCC(C)C4C(=O)N3Cc3ccccc3)c(F)c2)cc1OC (stereo unspecified),28%,41%[57.1 µM]
C=C(C(=O)O)c1ccc2ccccc2c1,65%[activator],5%
C(=C\c1ccnc2ccccc12)/c1ccc2ccccc2n1,177%[activator],47%[activator]
CCNc1nc(NCC)nc(-n2cc(C(=O)c3cc(Cl)ccc3O)cn2)n1,3%,11%
O=C(Nc1ccc(Cl)cc1)c1cnn2c1NC(=C1CC1)C=C2C(F)F,9%,11%
Cc1ccc(S(=O)(=O)N2CCN(c3nc(N(C)c4cc(Cl)ccc4O)nc4ccccc34)CC2)cc1,2%,27%
C=C[C@H](CC(C)C)N(Cc1ccccc1)S(=O)(=O)N(Cc1ccccc1)[C@H](C=C)CC(C)C,1%,34%[activator]
COc1cc(N(C)C)c(OC)cc1/C=C1\Cc2ccccc2C1=O,-15%,-19%
Cc1ccc(S(=O)(=O)N2CCN(c3nc(-c4cccnc4)nc4ccccc34)CC2)cc1,3%,-29%
O=C(NCCN1CCOCC1)C1(C(F)(F)F)C/C(=C/CCO)CCCO1 (stereo unspecified),3%,36%
Cc1ccc(-c2cc(C3C4C=CCC(C)C4C(=O)N3Cc3ccccc3)ccc2F)cc1 (stereo unspecified),-11%,3%
Cc1ccc(C)c(C(=O)C[n+]2cccc(Br)c2)c1,-7%,-34%
S=C(NCCCc1cnc[nH]1)NCCCN(Cc1ccc(Cl)cc1)c1ccc(-c2ccccc2)cn1,-3%,89µM*
O=C(CC(Cl)(Cl)Cl)N1CCN(/[N+]([O-])=N/Oc2ccc([N+](=O)[O-])cc2[N+](=O)[O-])CC1,-2%,u

# Continued (3 carried over from the part before).
SMILES,TrxR1 substrate,TrxR1 inh
Cc1ccc(C)c(C(=O)C[n+]2cccc(Br)c2)c1,-7%,-34%
S=C(NCCCc1cnc[nH]1)NCCCN(Cc1ccc(Cl)cc1)c1ccc(-c2ccccc2)cn1,-3%,89µM*
O=C(CC(Cl)(Cl)Cl)N1CCN(/[N+]([O-])=N/Oc2ccc([N+](=O)[O-])cc2[N+](=O)[O-])CC1,-2%,u
CCCCCCC(=O)N1C/C=C\C(c2ccc(OC)cc2)N(Cc2ccc(F)cc2)C(=O)C1Cc1ccccc1 (stereo unspecified),-5%,-6%
COc1cc2c(NC3CCN(C)CC3)nc(N3CCN(C)CC3)nc2cc1OCCOCCN(C)C,71%[activator],-14%
O=C(C[n+]1c(Cl)ccc2ccccc21)c1ccc2ccccc2c1,-4%,-18%
COc1ccc(C(=O)N(Cc2ccco2)Cc2cccs2)c(OC)c1,-4%,u
C=C(Br)COC(c1ccco1)[C@H](Cc1ccccc1)NC(=O)OC(C)(C)C (stereo partly specified),-12%,u
O=C(Nc1ccc2nccnc2c1)N1CCCCCC1,38%[activator],-16%
Cc1cc(Cl)ccc1Nc1nc(NCc2ccco2)nc2nccnc12,1%,0%
C=CCCN(C(Cc1ccccc1)C(=O)OC)S(=O)(=O)c1cc(Br)ccc1Br (stereo unspecified),0%,14%
CN(C)c1ccc(N=Nc2ccnc3ccccc23)cc1,-2%,7%
CCCN1CCC(=O)N(CCSc2ccc(Br)cc2)CC1,-3%,-9%
CCOC(=O)C1=C[C@@H](C(=O)OCC)[C@@H]2C3=C(C(=O)C2(C)C)[C@H](c2ccccc2)[C@@H]2C(=O)N(c4ccccc4)C(=O)[C@@H]2[C@@H]3C1,-2%,-17%
CNC(=O)[C@]1(C(F)(F)F)C[C@H](CCc2ccccc2)CCCO1,-3%,u
COC(=O)CCSc1cc(NCCCOC(C)=O)c([N+](=O)[O-])c2nonc12,-15%,3.2µM*
O=C1c2ccccc2C(=O)N1c1cccc(O)c1,0%,9%
Cc1ccc(C)c(Nc2nc(NCc3ccco3)nc3nccnc23)c1,2%,-1%
CN(C)c1ccc(/C=C/c2ccnc3c([N+](=O)[O-])cccc23)cc1,-7%,-15%

# An excerpt. The share of hits here may be higher or lower than overall.
